Screening results (PubChem BioAssay)
Scp-1 inhibitor = inhibitors of human Scp-1 phosphatase | Recombinant Scp1, phosphopeptide, malachite green phosphate absorbance | inhibition, % at 20 µM | 0.88% of 340,000 active;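 active = inhibition above about 50% at 20 µM, limit read from the data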;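 also: plate controls were DMSO wells with enzyme for no effect and wells lacking enzyme for full effect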
Target sequence (Q9GZU7 76-261 limits assumed): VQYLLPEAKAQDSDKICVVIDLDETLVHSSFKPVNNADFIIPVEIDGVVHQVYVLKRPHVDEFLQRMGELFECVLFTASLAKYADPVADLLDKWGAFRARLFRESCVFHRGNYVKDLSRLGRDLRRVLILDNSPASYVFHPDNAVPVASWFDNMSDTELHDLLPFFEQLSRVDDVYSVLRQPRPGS
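assay system = SCP-1 phosphatase catalytic domain, residues 76-261 | buffer or medium = 50 mM Tris acetate pH 5.5, 0.005% Tween-20, 10 mM MgCl2 | incubation = enzyme reaction 45 min at room temperature, colour 5 min, stabilisation 30 min | signal = Phosphate-binding colour reagent, absorbance read at 630 nm | measure = % inhibition at 20 µM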
DNMT1 inh = blocks human DNA methyltransferase DNMT1. P26358. DNMT1 molecular beacon, Hinp1I cleavage, fluorescence. inhibition (reported as % activation of signal), % at 10 µM. 0.83% of 360,000 active. AID 588458; in the data active = inhibition above about 50%
MsrA inh = inhibits bovine methionine sulfoxide reductase A; purified bovine MsrA, absorbance read-out; inhibition, % at 15.5 µM; 0.75% of 360,000 active; in the data active = inhibition above about 4.5%;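 also: 0% = vehicle wells with enzyme and 100% = reference inhibitor wells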
LMPTP block = LMPTP (human) inhibition. P24666. recombinant LMPTP-A, OMFP fluorogenic substrate, fluorescence intensity. inhibition, % at 20 µM. 0.22% of 360,000 active;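 active = compounds that cut the enzyme signal by at least half of the control window in the single-dose screen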;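 also: plate controls were DMSO wells with enzyme plus substrate for no effect and substrate without enzyme for full effect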
Target sequence (P24666 whole entry, looked up): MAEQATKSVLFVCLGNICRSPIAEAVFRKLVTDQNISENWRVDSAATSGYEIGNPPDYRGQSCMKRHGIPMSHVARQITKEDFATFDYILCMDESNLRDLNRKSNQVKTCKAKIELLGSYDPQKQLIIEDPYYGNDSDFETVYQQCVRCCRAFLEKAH
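Assay system: LMPTP-A, protein tyrosine phosphatase of low molecular weight / Medium: pH 6.0 Bis-Tris buffer with DTT and Triton X-100 / Schedule: 50 min enzyme reaction at room temperature, protected from light / Measured by: endpoint fluorescence intensity from OMFP dephosphorylation / Read-out basis: % inhibition relative to no-enzyme and uninhibited control wells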
Tb MetRS inh = blocks T. brucei methionyl-tRNA synthetase activity | purified T. brucei MetRS, ATP depletion, Kinase-Glo luminescence | inhibition, % at 11.9 µM | 0.4% of 360,000 active;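 active = inhibition above a per-plate cutoff of the control wells' mean inhibition plus 3 SD, cut at about 5.5% in these data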;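 also: 0% = DMSO wells median and 100% = median of wells with control inhibitor compound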
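Test system: purified T. brucei MetRS enzyme. Also added: ATP, methionine and E. coli bulk tRNA substrates. Compound: 11.9 µM single point. Schedule: 15 min enzyme-compound preincubation, 2 h reaction, 10 min detection, 25 °C. Signal: luciferase luminescence of residual ATP, Kinase-Glo. Evaluation: percent inhibition versus plate control medians. Controls: DMSO wells, low control.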
NadD inh = inhibitors of Staphylococcus aureus NadD; purified NadD enzyme, colorimetric absorbance read-out; inhibition, % at 20 µM; 0.78% of 360,000 active; in the data active = inhibition above about 26%; also: some compounds past the cut are filed as inactive
CSN deneddyl inh = CSN deneddylation inhibition | AID 651999 | Purified CSN, SCF-Nedd8-OG deneddylation, fluorescence polarization | 0.38% of 360,000 active | Q92905 | inhibition, % at 12.5 µM;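 active = pattern-corrected inhibition above about 35%, with an unprinted fluorescence ratio check between 0.5 and 1.5, limit read from the data, passing the limit was not always enough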;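 also: 0% = enzyme with substrate and 100% = substrate without enzyme; some results filed as inactive read as strong as hits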
Target sequence (Q92905 whole entry, looked up, one chain of several): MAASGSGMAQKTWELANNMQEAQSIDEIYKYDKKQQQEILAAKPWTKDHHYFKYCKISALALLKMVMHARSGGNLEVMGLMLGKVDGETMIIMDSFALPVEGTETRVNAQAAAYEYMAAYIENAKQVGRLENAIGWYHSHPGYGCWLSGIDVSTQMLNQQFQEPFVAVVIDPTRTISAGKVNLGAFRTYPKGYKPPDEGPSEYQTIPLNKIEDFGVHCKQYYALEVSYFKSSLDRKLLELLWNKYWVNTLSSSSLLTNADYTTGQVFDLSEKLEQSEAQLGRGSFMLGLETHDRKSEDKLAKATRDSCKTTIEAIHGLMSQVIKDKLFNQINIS
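test system = HEK293T-derived human Csn5 enzyme | amount = 0.24 nM Csn5 enzyme, final concentration | medium = Tris/NaCl/DTT buffer, pH 7.5 | schedule = 90 min reaction at room temperature | signal = FP | evaluation = inhibition of Csn5 cleavage, % | compound dosing = single dose of 12.5 µM compound with 0.25% DMSO | probe or stimulus = 10 nM SCFSkp2-Nedd8OG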
SUMO1 PPI mod = alters human SUMO1 binding to SIM partners; P63165; SUMO1 binding to a labelled peptide, TR-FRET, 1 h; 0.33% of 360,000 active; inhibition, % at 20 µM; in the data active = inhibition above about 37%
Target sequence (P63165 whole entry, looked up): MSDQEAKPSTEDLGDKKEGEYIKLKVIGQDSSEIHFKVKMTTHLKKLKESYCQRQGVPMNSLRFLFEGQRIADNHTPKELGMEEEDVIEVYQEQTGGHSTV
Rpn11 inh = inhibitors of human proteasome Rpn11; 0.59% of 360,000 active; O00487; AID 588493; human 26S proteasome, Ub4-pepOG fluorescence polarization; 20S core pre-blocked with epoxomicin; calls only at 20 µM;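 active = inhibition at 20 µM, scaled to each plate's controls, above about 33%, limit read from the data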
STEP block = blocks human striatal-enriched tyrosine phosphatase; AID 588621; P54829; 0.25% of 360,000 active; recombinant STEP, OMFP fluorogenic substrate, fluorescence; inhibition, % at 20 µM;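 active = inhibition at 20 µM, scaled per plate between control wells, above about 37%, limit read from the data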;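 also: 0% = DMSO with enzyme and substrate and 100% = substrate only without enzyme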
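Also added – OMFP at 25 µM · Test system – STEP tyrosine phosphatase · Technique – FITC-channel fluorescence of OMFP product · Schedule – 20 min at room temperature, dark · Evaluation – control-normalized % inhibition with plate pattern correction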
* hit, by the source's call.

How did O=C(NN=C(c1ccccc1)c1ccccc1)C(CCl)C1CCCCC1 (centres undefined) do in these assays?
Scp-1 inhibitor: -11; DNMT1 inh: 1; MsrA inh: 1.4; LMPTP block: -1.2; Tb MetRS inh: 0.5; NadD inh: 0; CSN deneddyl inh: 0; SUMO1 PPI mod: 10; Rpn11 inh: inactive; STEP block: -3

How did COc1cc(NC(=S)NCc2ccc(S(N)(=O)=O)cc2)cc(OC)c1 do in these assays?
Scp-1 inhibitor: -3; DNMT1 inh: -4; MsrA inh: 0.5; LMPTP block: -0.4; Tb MetRS inh: 0.1; NadD inh: -9; CSN deneddyl inh: -15; SUMO1 PPI mod: -2; Rpn11 inh: inactive; STEP block: 6

What do the screens show for `CCOC(=O)CSc1nc2ccc(C)cc2cc1C#N`?
Scp-1 inhibitor: -12; DNMT1 inh: 1; MsrA inh: 0.8; LMPTP block: 0.2; Tb MetRS inh: -0.1; NadD inh: -5; CSN deneddyl inh: -2; SUMO1 PPI mod: -12; Rpn11 inh: inactive; STEP block: 0

How did COc1cccc(OC)c1C(=O)OCC(=O)/C(C#N)=C(\C)N do in these assays?
Scp-1 inhibitor: 6; DNMT1 inh: 0; MsrA inh: 0.3; LMPTP block: 1.5; Tb MetRS inh: -0.7; NadD inh: -2; CSN deneddyl inh: -8; SUMO1 PPI mod: 1; Rpn11 inh: inactive; STEP block: 0

Results for O=S1(=O)N[C@@H](Cc2ccccc2)COc2cc(N3CCSCC3)ccc21 ?
MsrA inh: -0.6; LMPTP block: 0.5; Tb MetRS inh: -0.1; NadD inh: -2; CSN deneddyl inh: -3; SUMO1 PPI mod: 3

What do the screens show for `CCCn1c(SCC(=O)Nc2cc(C)on2)nc2c1c(=O)n(C)c(=O)n2C`?
Scp-1 inhibitor: -8; DNMT1 inh: 5; MsrA inh: 0.9; LMPTP block: -2.4; Tb MetRS inh: -0.2; NadD inh: -2; CSN deneddyl inh: -1; SUMO1 PPI mod: 4; Rpn11 inh: inactive; STEP block: 2

Results for C[C@H]1C(=O)N(c2ccccc2)[C@@H]1c1ccccc1 ?
Scp-1 inhibitor: -1; DNMT1 inh: 2; MsrA inh: 0.4; LMPTP block: -0.8; Tb MetRS inh: -0.1; NadD inh: 1; CSN deneddyl inh: 3; SUMO1 PPI mod: 4; Rpn11 inh: inactive; STEP block: 0

What do the screens show for `COc1ccccc1-n1c(=S)sc2c(=O)n(Cc3ccco3)c(SC)nc21`?
Scp-1 inhibitor: -6; DNMT1 inh: -8; MsrA inh: 1.2; LMPTP block: 2.6; Tb MetRS inh: -1.9; NadD inh: -6; CSN deneddyl inh: -6; SUMO1 PPI mod: 3; Rpn11 inh: inactive; STEP block: 3

Results for O=C(NS(=O)(=O)c1ccccc1)c1ccccc1 ?
Scp-1 inhibitor: -9; DNMT1 inh: -4; MsrA inh: 1.0; LMPTP block: -0.7; Tb MetRS inh: 0.3; NadD inh: 8; CSN deneddyl inh: 2; SUMO1 PPI mod: -3; Rpn11 inh: inactive; STEP block: -1

Results for Cc1c(C(=O)N2CCCCC2)c(S(=O)(=O)NCc2ccc(Cl)cc2)c(C)n1C ?
Scp-1 inhibitor: -6; DNMT1 inh: 2; MsrA inh: 0.2; LMPTP block: -1.9; Tb MetRS inh: 0.1; NadD inh: -4; CSN deneddyl inh: 2; SUMO1 PPI mod: 8; Rpn11 inh: inactive; STEP block: 1

What do the screens show for `COC(=O)c1cccc(Oc2cccc(Cl)n2)c1`?
Scp-1 inhibitor: -4; DNMT1 inh: 3; MsrA inh: 0.6; LMPTP block: 0.5; Tb MetRS inh: -0.6; NadD inh: -6; CSN deneddyl inh: 1; SUMO1 PPI mod: 4; Rpn11 inh: inactive; STEP block: -2

Results for O=C1CCC(C(=O)N2CCN(c3cnccn3)CC2)CN1CCc1ccc(Cl)cc1 (centres undefined) ?
Scp-1 inhibitor: -4; DNMT1 inh: 1; MsrA inh: 1.1; LMPTP block: -1.3; Tb MetRS inh: 0.4; NadD inh: 6; CSN deneddyl inh: -1; SUMO1 PPI mod: 15; Rpn11 inh: inactive; STEP block: 6

Results for COc1ccc(C(=O)COc2cccc(NC(=O)c3ccco3)c2)cc1 ?
Scp-1 inhibitor: -5; DNMT1 inh: -7; MsrA inh: 0.0; LMPTP block: 1.0; Tb MetRS inh: -0.2; NadD inh: 2; CSN deneddyl inh: -2; SUMO1 PPI mod: 1; Rpn11 inh: inactive; STEP block: -2

What do the screens show for `CCOC(=O)C1=NOC(C(=O)NN(C)c2ncc(C(F)(F)F)cc2Cl)C1` (centres undefined)?
Scp-1 inhibitor: -4; DNMT1 inh: 1; MsrA inh: 0.0; LMPTP block: -1.2; Tb MetRS inh: 0.5; NadD inh: 3; CSN deneddyl inh: 0; SUMO1 PPI mod: 3; Rpn11 inh: inactive; STEP block: 1

Results for CCN(CC)CC(=O)N1c2ccccc2Oc2c(c(=O)n(C)c(=O)n2C)C1c1cccc([N+](=O)[O-])c1 (centres undefined) ?
Scp-1 inhibitor: -11; DNMT1 inh: 2; MsrA inh: 1.7; LMPTP block: -1.1; Tb MetRS inh: 0.0; NadD inh: -4; CSN deneddyl inh: 7; SUMO1 PPI mod: -10; Rpn11 inh: inactive; STEP block: 1

Results for CSc1nc2nc3c(cc2c(=O)n1-c1cccc(C)c1)COC(C)(C)C3 ?
Scp-1 inhibitor: -5; DNMT1 inh: 6; MsrA inh: 1.5; LMPTP block: -2.0; Tb MetRS inh: -0.6; NadD inh: -4; CSN deneddyl inh: 1; SUMO1 PPI mod: 3; Rpn11 inh: inactive; STEP block: 1

Results for Cc1cc(C)c(C(=O)COC(=O)Cn2cnnn2)cc1C ?
Scp-1 inhibitor: 0; DNMT1 inh: 2; MsrA inh: 0.6; LMPTP block: -1.2; Tb MetRS inh: -0.5; NadD inh: -5; CSN deneddyl inh: 4; SUMO1 PPI mod: 2; Rpn11 inh: inactive; STEP block: 1

What do the screens show for `CC(=O)Nc1cc(NC(C)=O)c2nc(N)sc2c1`?
Scp-1 inhibitor: -10; DNMT1 inh: 14; MsrA inh: -1.3; LMPTP block: -1.0; Tb MetRS inh: 0.2; NadD inh: 0; CSN deneddyl inh: 5; SUMO1 PPI mod: 5; Rpn11 inh: inactive; STEP block: 6

What do the screens show for `Cn1c(=O)c2[nH]c(COc3ccccc3)nc2n(C)c1=O`?
Scp-1 inhibitor: 10; DNMT1 inh: 1; MsrA inh: -0.7; LMPTP block: -1.5; Tb MetRS inh: -0.2; NadD inh: 2; CSN deneddyl inh: -12; SUMO1 PPI mod: 0; Rpn11 inh: inactive; STEP block: -4

How did CCCC(c1nnnn1CS(=O)(=O)c1ccc(C)cc1)N1CCN(C2CCCC2)CC1 (centres undefined) do in these assays?
Scp-1 inhibitor: -3; DNMT1 inh: 0; MsrA inh: 2.1; LMPTP block: -2.1; Tb MetRS inh: -0.6; NadD inh: -4; CSN deneddyl inh: 1; SUMO1 PPI mod: -1; Rpn11 inh: inactive; STEP block: -1

How did CCOC(=O)[C@@H]1[C@H]2COc3ccc(Br)cc3[C@@H]2N2C(=O)N(c3cccc(Cl)c3)C(=O)[C@]12C do in these assays?
Scp-1 inhibitor: -12; DNMT1 inh: -5; MsrA inh: 1.2; LMPTP block: 1.8; Tb MetRS inh: -0.2; NadD inh: -2; CSN deneddyl inh: 0; SUMO1 PPI mod: 4; Rpn11 inh: inactive; STEP block: 4

How did O=C(CNCC1CCCCC1)Nc1ccccc1N1CCCCC1 do in these assays?
Scp-1 inhibitor: -13; DNMT1 inh: -1; MsrA inh: -1.2; LMPTP block: -1.3; Tb MetRS inh: 0.0; NadD inh: -8; CSN deneddyl inh: -6; SUMO1 PPI mod: -3; Rpn11 inh: inactive; STEP block: 0

Results for O=C1NC[C@H](CCCCN2CCN(Cc3ccccc3)C(=O)C2=O)N(CC2CCCCC2)C1=O ?
MsrA inh: -0.5; LMPTP block: -1.4; Tb MetRS inh: -0.2; NadD inh: 6; CSN deneddyl inh: -7; SUMO1 PPI mod: -1

What do the screens show for `CC(C)C(OC(=O)/C=C/c1ccc2c(c1)OCO2)C(=O)NC(N)=O` (centres undefined)?
Scp-1 inhibitor: -4; DNMT1 inh: 0; MsrA inh: 2.6; LMPTP block: 0.1; Tb MetRS inh: 0.1; NadD inh: 3; CSN deneddyl inh: -4; SUMO1 PPI mod: -5; Rpn11 inh: inactive; STEP block: -1

What do the screens show for `CCN(CC)C(=O)c1ccccc1NC(=O)c1ccccc1SC`?
Scp-1 inhibitor: -3; DNMT1 inh: -1; MsrA inh: -1.0; LMPTP block: -2.5; Tb MetRS inh: 0.0; NadD inh: 1; CSN deneddyl inh: 3; SUMO1 PPI mod: 3; Rpn11 inh: inactive; STEP block: 43*

Results for CC1(OC(=O)CCc2ccccc2)C(=O)C=C2C=C(c3ccc(C#N)cc3)N(C3CC3)C=C2C1=O (centres undefined) ?
Scp-1 inhibitor: 1; DNMT1 inh: -6; MsrA inh: 0.3; LMPTP block: 2.4; Tb MetRS inh: -0.2; NadD inh: 5; CSN deneddyl inh: -1; SUMO1 PPI mod: -22; Rpn11 inh: inactive; STEP block: 1

Results for O=C(NCCOCC(F)(F)C(F)F)c1cc(F)c(F)cc1Cl ?
Scp-1 inhibitor: -6; DNMT1 inh: 0; MsrA inh: 1.4; LMPTP block: -1.6; Tb MetRS inh: -0.6; NadD inh: -3; CSN deneddyl inh: -3; SUMO1 PPI mod: 0; Rpn11 inh: inactive; STEP block: -1

Structural class, those above with fluorine.
What do the screens show for `CCOC(=O)C1=NOC(C(=O)NN(C)c2ncc(C(F)(F)F)cc2Cl)C1` (centres undefined)?
Scp-1 inhibitor: -4; DNMT1 inh: 1; MsrA inh: 0.0; LMPTP block: -1.2; Tb MetRS inh: 0.5; NadD inh: 3; CSN deneddyl inh: 0; SUMO1 PPI mod: 3; Rpn11 inh: inactive; STEP block: 1

Results for O=C(NCCOCC(F)(F)C(F)F)c1cc(F)c(F)cc1Cl ?
Scp-1 inhibitor: -6; DNMT1 inh: 0; MsrA inh: 1.4; LMPTP block: -1.6; Tb MetRS inh: -0.6; NadD inh: -3; CSN deneddyl inh: -3; SUMO1 PPI mod: 0; Rpn11 inh: inactive; STEP block: -1
